# Compound activity: PubChem BioAssay, NMMLSC
# Bim-Bfl-1: human Bim-Bfl-1 interaction inhibition; AID 1008; inhibition, % at 10 µM; 0.12% of 190,000 active; Bead-based flow cytometry, Bim-Bfl-1 binding inhibition;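 also: 0% = wells without compound plus tracer and 100% = blocker peptide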
# Rac1 mut GTP: alters GTP binding to activated mutant human Rac1; P63000; GST-Rac1 activated beads, fluorescent GTP binding, flow cytometry; actives lie on both sides; 100% means binding = to untreated wells; percent activity (GTP binding), % at 10 µM; 0.11% of 190,000 active; AID 764;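 active = GTP binding at least 20 percentage points away from the 100% baseline, in either direction, so actives lie on both sides; inconclusive = Compound likely fluorescent itself, or too few beads counted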
# Rac1 wt GTP bind: human Rac1 wildtype GTP binding, inhibitors and activators; P63000; GST-Rac1 beads, fluorescent GTP binding, flow cytometry; actives lie on both sides; 0 = cold GTP competed, 100 = untreated; GTP binding activity (% of control), % at 10 µM; 0.27% of 190,000 active;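 active = GTP binding activity at least 20 points away from the 100% control level, either lower or higher; inconclusive = compound flagged as likely green fluorescent, judged across all proteins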
# HRas wt GTP: human HRas wildtype GTP binding, change in either direction | P01112 | GST-Ras wt beads, Bodipy-FL-GTP binding, flow cytometry; actives lie on both sides | GTP binding activity, % at 10 µM | 0.14% of 190,000 active | AID 759;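 active = GTP binding activity at least 20% away from the 100% baseline, either lowered as inhibitor or raised as activator; inconclusive = flagged as likely green fluorescent, judged across all proteins in the well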;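 also: 0% = unlabeled GTP competition control and 100% = no-compound control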
# Target sequence (P01112 whole entry, looked up): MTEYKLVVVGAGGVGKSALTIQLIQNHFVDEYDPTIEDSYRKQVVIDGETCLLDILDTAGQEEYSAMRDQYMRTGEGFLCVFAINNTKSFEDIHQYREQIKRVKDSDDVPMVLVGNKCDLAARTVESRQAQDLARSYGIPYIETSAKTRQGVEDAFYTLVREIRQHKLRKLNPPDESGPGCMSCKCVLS
# Bcl-W Bim block: disrupts Bim peptide binding to human Bcl-W; inhibition, % at 10 µM; AID 952; bead-based flow cytometry; 0.02% of 190,000 active;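 also: 0% = bound tracer without compound and 100% = peptide blocker; higher means less fluorescent Bim peptide bound to Bcl-W beads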
# Target sequence (Q92843 whole entry, looked up): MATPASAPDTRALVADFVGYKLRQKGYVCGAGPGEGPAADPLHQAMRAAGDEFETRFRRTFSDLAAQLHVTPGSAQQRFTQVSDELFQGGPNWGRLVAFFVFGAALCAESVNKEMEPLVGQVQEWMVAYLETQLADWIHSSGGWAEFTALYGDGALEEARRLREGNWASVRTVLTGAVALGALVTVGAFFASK
# Bcl-XL Bim block: disrupts Bim peptide binding to human Bcl-XL; Q07817; bead flow cytometry, fluorescence; inhibition, % at 10 µM; 0.04% of 190,000 active
# Target sequence (Q07817 whole entry, looked up): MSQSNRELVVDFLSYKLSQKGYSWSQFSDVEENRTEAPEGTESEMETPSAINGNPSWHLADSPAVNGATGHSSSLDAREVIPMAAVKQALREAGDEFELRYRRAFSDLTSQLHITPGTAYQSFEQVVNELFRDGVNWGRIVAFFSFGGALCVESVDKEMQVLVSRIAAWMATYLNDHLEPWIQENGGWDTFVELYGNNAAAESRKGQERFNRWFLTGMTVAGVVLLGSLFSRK
# Rab2A wt mod: changes GTP binding to wildtype dog Rab2A, up or down | GST-Rab2 wt beads, Bodipy-GTP binding, flow cytometry | GTP binding activity, % at 10 µM | 0.19% of 190,000 active | AID 760;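 active = GTP binding activity at least 20 points away from 100%, either lowered or raised; inconclusive = signal likely due to the compound's own green fluorescence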;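 also: 0% = beads with excess unlabeled GTP and 100% = no-compound control corrected for plate trend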
# Bcl-B Bim block: inhibitors of Bim-Bcl-B interaction, human; 0.073% of 190,000 active; Q9HD36; bead-based flow cytometry, Bim peptide-Bcl-B binding; inhibition, % at 10 µM;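 also: 0% = tracer peptide without compound and 100% = reference inhibitor peptide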
# Target sequence (Q9HD36 whole entry, looked up): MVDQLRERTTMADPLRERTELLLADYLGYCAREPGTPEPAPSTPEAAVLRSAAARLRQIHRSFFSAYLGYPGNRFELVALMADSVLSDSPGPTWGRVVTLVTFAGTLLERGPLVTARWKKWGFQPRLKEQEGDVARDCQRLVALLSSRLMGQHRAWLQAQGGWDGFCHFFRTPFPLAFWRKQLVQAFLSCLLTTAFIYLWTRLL
# Bcl-2 Bim block: disrupts Bim peptide binding to human Bcl-2. P10415. Bead-based flow cytometry, Bim peptide-Bcl-2 binding. inhibition, % at 10 µM. 0.06% of 190,000 active. AID 950; in the data active = inhibition above about 40%; inconclusive = no clear call, values can overlap the other calls;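 also: 0% = no compound wells with probe peptide and 100% = reference peptide inhibitor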
# Target sequence (P10415 whole entry, looked up): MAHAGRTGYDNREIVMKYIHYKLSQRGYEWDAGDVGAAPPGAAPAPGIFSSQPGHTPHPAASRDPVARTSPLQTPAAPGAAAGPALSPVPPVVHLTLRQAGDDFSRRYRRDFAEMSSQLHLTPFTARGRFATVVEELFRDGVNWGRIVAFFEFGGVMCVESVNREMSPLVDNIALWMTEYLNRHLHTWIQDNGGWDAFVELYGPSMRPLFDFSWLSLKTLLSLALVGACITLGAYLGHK
# Rab7 wt GTP bind: alters GTP binding to wildtype dog Rab7 | GST-Rab7 beads, fluorescent GTP binding, flow cytometry; actives lie on both sides; untreated = 100%, excess cold GTP = 0% | GTP binding activity (percent of control), % at 10 µM | 0.055% of 190,000 active | AID 758;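 active = fluorescent GTP binding to Rab7 beads changed by at least 20 points from the 100% baseline, either direction, mostly lower; inconclusive = compound itself probably fluorescent, or too few beads counted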;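 also: median green fluorescence of bound Bodipy-FL-GTP per Rab7 bead population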
# Cdc42 wt: human Cdc42 wildtype GTP binding change, either direction. P60953. GST-Cdc42 beads, Bodipy-GTP binding, flow cytometry; actives lie on both sides. percent activity (GTP binding), % at 10 µM. 0.2% of 190,000 active. AID 761;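 active = percent activity GTP binding at least 20 points away from the 100% baseline, either down as inhibitor or up as activator; inconclusive = compound flagged as likely green fluorescent from well-wide comparison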;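 also: median bead fluorescence of bound Bodipy-FL-GTP at 100 nM; 0% = excess unlabeled GTP control and 100% = no compound control; below 100% means less GTP binding so inhibitor and above means activator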
# The depositor's hits bear a star; ? = inconclusive. Rule as the data show it, unless noted: active = inhibition above about 40%. Rows were taken by chance; 0.62% or so of the library scored in one or more.
# Every second line gives: Bim-Bfl-1, Rac1 mut GTP, Rac1 wt GTP bind, HRas wt GTP, Bcl-W Bim block, Bcl-XL Bim block, Rab2A wt mod, Bcl-B Bim block, Bcl-2 Bim block, Rab7 wt GTP bind, Cdc42 wt
- CCCCn1c(=O)n(CC(=O)Nc2ccc(OC)c(Cl)c2)c(=O)c2c1nc(CO)n2CCC
 : -3, 95, 100, 97, 0, -7, 96, -4, -4, 96, 99
- CN(C)c1ccc(CNc2nc(-c3ccccc3)nn2S(C)(=O)=O)cc1
 : -5, 96, 107, 102, 2, 1, 103, 0, -4, 110, 102
- CCN1CCN(Cc2c(O)ccc3c2O/C(=C\c2ccccc2)C3=O)CC1
 : 0, 97, 100, 96, 2, 1, 96, 0, -1, 96, 96
- O=C(O)CCSc1nnc(CNc2ccc(Cl)cc2)n1Cc1ccccc1
 : -3, 98, 97, 96, -2, -2, 93, -1, -4, 99, 96
- CCOC(=O)C1C(c2ccc(Cl)cc2)NC(=S)NC1(O)C(F)(F)F (stereo not given)
 : 2, 95, 100, 98, 2, -1, 96, -13, -4, 94, 96
- COc1ccc2c(C)cc(SCC(=O)NCCN3C(=O)CSC3=O)nc2c1
 : -7, 101, 105, 104, -2, -5, 102, -13, -8, 105, 102
- N#Cc1ccc(CN2CCN(C(=O)c3ccccc3)CC2)c(Cl)c1
 : -11, 94, 101, 100, 1, 3, 98, -8, -8, 97, 99
- Cc1ccc(S(=O)(=O)/N=C2/NC(=O)/C(=C/c3ccccc3)S2)cc1
 : -4, 88, 92, 95, 0, 0, 93, -2, 0, 100, 89
- Cc1ccc(C(CC(N)=O)c2ccco2)cc1 (stereo not given)
 : 3, 94, 94, 97, -1, 0, 95, 0, 0, 97, 97
- Nc1nc2sc3c(c2c(=O)s1)CCCC3
 : -3, 95, 97, 96, 4, -3, 97, -2, -1, 100, 94
- CN(C)c1ccc(S(=O)(=O)NCC(=O)OCC(=O)Nc2cccc(Cl)c2)cc1[N+](=O)[O-]
 : -3, 96, 100, 95, -2, -3, 99, -2, -6, 96, 96
- NC(=O)COC(=O)CC(c1ccccc1)c1ccccc1
 : -2, 97, 101, 97, 0, 0, 96, -2, -1, 94, 99
- CCN(CC)c1ccc(/C=N/OCC(=O)Nc2cccc(C)c2)cc1
 : -5, ?, ?, ?, -14, -12, ?, -16, -13, ?, ?
- CCC(Sc1nnc2c3ccccc3n(CC)c2n1)C(=O)Nc1sc2c(c1C#N)CCCC2 (stereo not given)
 : -2, 96, 93, 96, -5, -6, 92, -8, -3, 99, 96
- COc1cc2c(cc1NC(=O)c1cccc(F)c1)CCCC2
 : 0, 101, 101, 102, -3, -3, 103, -7, -2, 102, 98

# Sorted by the number under Bcl-B Bim block (high to low): 5 from the list above.
# Every second line gives: Bim-Bfl-1, Rac1 mut GTP, Rac1 wt GTP bind, HRas wt GTP, Bcl-W Bim block, Bcl-XL Bim block, Rab2A wt mod, Bcl-B Bim block, Bcl-2 Bim block, Rab7 wt GTP bind, Cdc42 wt
- O=C(O)CCSc1nnc(CNc2ccc(Cl)cc2)n1Cc1ccccc1
 : -3, 98, 97, 96, -2, -2, 93, -1, -4, 99, 96
- CN(C)c1ccc(S(=O)(=O)NCC(=O)OCC(=O)Nc2cccc(Cl)c2)cc1[N+](=O)[O-]
 : -3, 96, 100, 95, -2, -3, 99, -2, -6, 96, 96
- CCC(Sc1nnc2c3ccccc3n(CC)c2n1)C(=O)Nc1sc2c(c1C#N)CCCC2 (stereo not given)
 : -2, 96, 93, 96, -5, -6, 92, -8, -3, 99, 96
- CCOC(=O)C1C(c2ccc(Cl)cc2)NC(=S)NC1(O)C(F)(F)F (stereo not given)
 : 2, 95, 100, 98, 2, -1, 96, -13, -4, 94, 96
- CCN(CC)c1ccc(/C=N/OCC(=O)Nc2cccc(C)c2)cc1
 : -5, ?, ?, ?, -14, -12, ?, -16, -13, ?, ?

# (cont.)
# Every second line gives: Bim-Bfl-1, Rac1 mut GTP, Rac1 wt GTP bind, HRas wt GTP, Bcl-W Bim block, Bcl-XL Bim block, Rab2A wt mod, Bcl-B Bim block, Bcl-2 Bim block, Rab7 wt GTP bind, Cdc42 wt
- C/C(=C\c1ccccc1)C(=O)NCCCn1ccnc1
 : -8, 96, 101, 98, -1, -2, 101, -8, -4, 95, 100
- COc1ccc(-n2nnnc2S(=O)(=O)Cc2ccc(C(=O)O)cc2)cc1
 : -14, 88, 95, 95, -3, -12, 95, -12, -13, 99, 91
- Cc1ccccc1NC(=O)c1cc(S(=O)(=O)c2ccccc2)ccc1Cl
 : -1, 100, 104, 105, 1, 0, 104, 2, 0, 101, 106
- CS(=O)(=O)N1N=C(c2cccs2)CC1c1ccco1 (stereo not given)
 : -5, 99, 102, 100, 0, 0, 98, -4, 0, 103, 99
- O=C(Cn1cc([N+](=O)[O-])cn1)N1N=C(C(F)F)CC1(O)C(F)F (stereo not given)
 : 3, 98, 104, 102, 1, 7, 100, -4, 29, 100, 99
- Cc1ccc(NC(=S)N(CCN(C)C)Cc2cccs2)c(C)c1
 : 4, 95, 99, 100, -5, -9, 96, -54, -4, 104, 94
- COc1ccc(NCc2n[nH]c(=O)c3ccccc23)cc1
 : 4, 97, 97, 97, 4, 0, 99, 6, 5, 98, 95
- CCOC(=O)Cc1csc(NC(=O)c2c(-c3c(F)cccc3Cl)noc2C)n1
 : 0, 99, 100, 97, -2, -3, 95, -4, -1, 96, 98
- O=C1C2CC=CCC2C(=O)N1c1n[nH]c(-c2ccccc2)n1 (stereo not given)
 : -7, 101, 104, 102, 1, -8, 102, -4, -4, 98, 104
- CCCc1cc(N2CCC(C(N)=O)CC2)nc(-c2ccccc2)n1
 : -3, 98, 98, 97, 0, 0, 99, 0, -3, 98, 100
- CC(C)(C)n1nc(-c2ccc(Cl)cc2)c2c(N)ncnc21
 : 0, 100, 104, 101, -1, -1, 100, -2, -2, 98, 102
- Cc1nnc(SCc2ccccc2)n1CC1CCCO1 (stereo not given)
 : -1, 99, 102, 102, -2, 0, 103, -3, -2, 102, 102
- CCOC(=O)c1sc(NC(=O)CC)c(C#N)c1C
 : -6, 94, 97, 94, -3, -2, 95, -4, -5, 95, 97
- O=C(CN1CCCCC1)Nc1ccccc1
 : -17, 100, 107, 102, -4, -8, 105, -10, -14, 101, 104
- C=CCOC(=O)c1sc(NC(=O)c2ccc(OC)cc2)nc1C
 : -5, 96, 101, 97, 0, -1, 96, -1, 1, 99, 98
- Cc1c(C2(O)C(=O)Nc3ccc(F)cc32)c(=O)n(-c2ccccc2)n1C (stereo not given)
 : -4, 95, 97, 97, -3, -6, 94, -4, -4, 96, 98
- COc1ccc(/C=N/NC(=O)C(C)n2nnc3ccccc32)cc1OC (stereo not given)
 : -11, 95, 108, 103, 1, -10, 100, -9, -9, 103, 105
- CNNC(=O)C(=O)NNS(=O)(=O)c1ccccc1
 : -3, 95, 94, 96, -1, -2, 99, -3, -2, 105, 94
- CCNC(=S)NNC(=O)c1ccc(OC(F)F)cc1
 : 0, 95, 96, 97, -6, 0, 97, -4, 0, 95, 96
- N/C(=N\OC(=O)COc1ccc(Cl)cc1)c1cccnc1
 : -1, 102, 107, 104, -4, -4, 103, -7, -3, 101, 101
- CCc1nc(SCc2ccc([N+](=O)[O-])cc2)n[nH]1
 : -2, 98, 102, 94, -4, -4, 97, -6, 0, 97, 96
- COc1cc(NC(=O)C2CCCO2)c(OC)cc1Cl (stereo not given)
 : -5, 98, 105, 102, -8, -9, 99, -10, -4, 100, 101
- CC(C)CNC(=O)COC(=O)c1ccccc1SCC(=O)NCC(C)C
 : -3, 98, 102, 98, -2, -2, 98, -5, -3, 96, 98
- O=C(CSCc1ccco1)NC1CCCC1
 : -3, 98, 102, 99, -5, -9, 102, -9, -3, 102, 101
- COc1ccccc1NS(=O)(=O)c1cccc(NC(=O)Nc2ccccc2)c1
 : -1, 96, 97, 98, 0, -4, 97, -3, -3, 98, 96
- O=C(N1CCOCC1)N1CCCC(c2nc(-c3cccs3)no2)C1 (stereo not given)
 : -9, 101, 103, 103, 4, -2, 102, -6, -7, 101, 100
- OCCn1c(CSc2nc3ccccc3n2CCO)nc2ccccc21
 : 0, 99, 101, 101, -1, -3, 99, 4, -7, 96, 102
- CCC(C)NC(=O)c1ccccc1NC(=O)Nc1ccccc1 (stereo not given)
 : -1, 101, 103, 102, -2, -3, 102, -3, -2, 96, 105
- COc1cc(C2C3C(C)N(C)C(=O)N(C)C3N(C)C(=O)N2C)ccc1O (stereo not given)
 : -11, 99, 104, 100, 3, -3, 100, -3, -5, 98, 102
- CCOc1ccccc1NC(=S)Nc1ccccc1F
 : -15, 94, 95, 97, -2, 4, 93, -12, -9, 93, 96
- Cc1cccc(Nc2ncccc2C(=O)NCc2cccs2)c1C
 : -9, 96, 97, 95, 3, -5, 97, -9, -5, 96, 98
- CCCCCOC(=O)Cn1c(N2CCCCCC2)nc2c1c(=O)[nH]c(=O)n2C
 : -6, 99, 101, 101, 4, 2, 97, -2, -3, 96, 101
- CC1(C)C2CCC1(C)C1(C2)NC(=O)c2ccccc2O1 (stereo not given)
 : -2, 98, 103, 97, -1, -4, 95, -7, 0, 97, 96
- CC(C)c1ccc(/C=C(\c2nc3ccccc3[nH]2)S(=O)(=O)c2ccccc2)cc1
 : 0, 97, 103, 97, -5, -5, 97, -2, -1, 99, 97
- O=C(CSc1ncccn1)NCc1cccc(Cl)c1
 : -2, ?, ?, ?, -8, -13, ?, -3, -2, ?, ?
- Cc1nc2c(C#N)cnn2c2c1CCN2CC1CCCO1 (stereo not given)
 : -6, 97, 100, 95, -5, -6, 95, -5, -2, 104, 93
- CCOC(=O)C1CCCN(CC(=O)NC2CC2)C1 (stereo not given)
 : 6, 100, 103, 100, -6, -4, 98, 5, 14, 98, 98
- CCOCc1nnc(NC(=O)c2cc(OC)cc(OC)c2)s1
 : -6, 97, 100, 97, -2, -2, 97, -7, -2, 97, 97
- Cc1cnc(C(=O)Nc2nnc(SCc3c(Cl)cccc3Cl)s2)cn1
 : -2, 100, 103, 102, -3, -5, 98, 0, 1, 98, 99

# 5 compounds picked at random from the list so far, as already listed:
# Every second line gives: Bim-Bfl-1, Rac1 mut GTP, Rac1 wt GTP bind, HRas wt GTP, Bcl-W Bim block, Bcl-XL Bim block, Rab2A wt mod, Bcl-B Bim block, Bcl-2 Bim block, Rab7 wt GTP bind, Cdc42 wt
- CC1(C)C2CCC1(C)C1(C2)NC(=O)c2ccccc2O1 (stereo not given)
 : -2, 98, 103, 97, -1, -4, 95, -7, 0, 97, 96
- CC(C)c1ccc(/C=C(\c2nc3ccccc3[nH]2)S(=O)(=O)c2ccccc2)cc1
 : 0, 97, 103, 97, -5, -5, 97, -2, -1, 99, 97
- Cc1cnc(C(=O)Nc2nnc(SCc3c(Cl)cccc3Cl)s2)cn1
 : -2, 100, 103, 102, -3, -5, 98, 0, 1, 98, 99
- Cc1cccc(Nc2ncccc2C(=O)NCc2cccs2)c1C
 : -9, 96, 97, 95, 3, -5, 97, -9, -5, 96, 98
- O=C(CSc1ncccn1)NCc1cccc(Cl)c1
 : -2, ?, ?, ?, -8, -13, ?, -3, -2, ?, ?
